Screening results as filed in PubChem BioAssay.
Nrf2 block = inhibitors of Nrf2 signaling; A549 ARE-Fluc reporter, luciferase luminescence, 18-24 h; Potency, µM (doses to about 46 µM), inactives show top-dose activity change, negative = inhibition, actives largely listed as inhibitors; actives 2.1% (n = 360,000); AID 504444; further: potency means the concentration at half of the fitted maximal effect; on the % scale 0 is the no-effect control and ±100 the full control effect; nearly all actives have a fitted effect of over 60% in size
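In this cell-based qHTS, ARE-driven firefly luciferase in A549 cells reports Nrf2 activity; the luminescent signal after BugLite lysis is the measured value, with a prior CellTiter-Fluor read for cell health.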
MmCpn inh = inhibitors of Methanococcus maripaludis chaperonin (MmCpn). purified Mm-Cpn ATPase, ADP Transcreener TR-FRET. Potency, µM (top dose mostly 76.9 µM), without a hit: at the top dose activity, negative = inhibition, most hits filed as inhibitors. actives 0.031% (n = 330,000). AID 504842; further: potency means the concentration at half of the fitted maximal effect; on the % scale 0 is the no-effect control and ±100 the full control effect; nearly all actives have a fitted effect of over 80% in size
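Reaction buffer contained 30 mM Tris pH 7.4, 100 mM KCl, 5 mM MgCl2 and 1 mM DTT. Mm-CPN (25 nM final) hydrolysed 10 uM ATP over 30 min at 37°C; ADP was read by HTRF.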
EPAC2 antagonist = antagonists of human EPAC2; Q8WZA2; EPAC2 GEF exchange of Rap1B-BODIPY-GDP, fluorescence; Potency, µM (top dose mostly 114 µM), without a hit: at the top dose activity, negative = inhibition, most hits filed as inhibitors; actives 0.18% (n = 360,000); further: potency means the concentration at half of the fitted maximal effect; on the % scale 0 is the no-effect control and ±100 the full control effect; nearly all actives have a fitted effect of over 45% in size; many of its hits are not listed in these tables
Target sequence (Q8WZA2 whole entry, looked up): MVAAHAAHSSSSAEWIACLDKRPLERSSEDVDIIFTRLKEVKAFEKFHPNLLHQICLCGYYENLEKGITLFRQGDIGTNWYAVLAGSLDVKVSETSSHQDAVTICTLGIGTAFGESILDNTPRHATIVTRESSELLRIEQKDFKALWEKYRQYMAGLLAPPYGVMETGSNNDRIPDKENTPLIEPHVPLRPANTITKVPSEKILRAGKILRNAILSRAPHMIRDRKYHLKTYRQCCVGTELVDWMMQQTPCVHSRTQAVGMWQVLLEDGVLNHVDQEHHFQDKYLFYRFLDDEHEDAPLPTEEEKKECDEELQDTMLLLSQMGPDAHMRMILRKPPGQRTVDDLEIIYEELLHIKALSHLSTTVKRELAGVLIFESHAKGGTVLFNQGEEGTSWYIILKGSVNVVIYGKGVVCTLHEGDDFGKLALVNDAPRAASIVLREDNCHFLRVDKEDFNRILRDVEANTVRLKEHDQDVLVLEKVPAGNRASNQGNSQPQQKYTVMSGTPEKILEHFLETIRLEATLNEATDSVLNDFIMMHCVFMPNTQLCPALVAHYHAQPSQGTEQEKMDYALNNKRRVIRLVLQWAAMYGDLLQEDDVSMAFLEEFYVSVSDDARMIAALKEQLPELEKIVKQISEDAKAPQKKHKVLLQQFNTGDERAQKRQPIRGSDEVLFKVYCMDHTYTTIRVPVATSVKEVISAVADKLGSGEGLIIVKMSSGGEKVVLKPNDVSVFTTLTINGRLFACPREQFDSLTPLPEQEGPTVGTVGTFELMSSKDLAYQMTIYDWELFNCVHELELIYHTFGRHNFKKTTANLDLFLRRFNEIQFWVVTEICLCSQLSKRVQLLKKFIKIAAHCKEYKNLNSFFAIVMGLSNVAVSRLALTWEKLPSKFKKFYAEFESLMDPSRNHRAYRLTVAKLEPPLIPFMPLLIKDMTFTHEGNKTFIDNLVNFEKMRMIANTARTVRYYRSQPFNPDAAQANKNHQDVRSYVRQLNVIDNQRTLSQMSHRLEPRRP
EPAC2 agonist = EPAC2 (human) agonism; EPAC2 activation, biochemical qHTS; response scale: 100% = 6.5 mM cAMP response; AID 720711; Potency, µM (doses to about 154 µM), without a hit: at the top dose activation, usual class: activators; Q8WZA2; actives 0.079% (n = 360,000); further: potency means the concentration at half of the fitted maximal effect; nearly all actives have a fitted effect of over 50% in size
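Exchange assay: 100 nM EPAC2 with 250 nM Rap1B-BODIPY-GDP and 50 uM GDP. Fluorescence (ex 480/em 540 nm) read every 5 min for 30 min at room temperature. Data normalized to 6.5 mM cAMP as agonist control.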
Akt phos inh = blocks phosphorylation of Akt; activity change, % for hits at 50 µM; actives 0.32% (n = 360,000); AID 651550; Neuro2A IGF-stimulated pAkt S473 HTRF, 20 min; stronger effect = lower value; in the data active means activity change below about -80%; inconclusive means mostly about -51% to -80%; further: on the % scale 0 is the no-effect control and ±100 the full control effect
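Neuro2A cells (4,500/well, DMEM with 0.5% FBS) were treated with compound at a single 50 µM final concentration, stimulated with 6 nM IGF for 20 min at 37 °C, and lysed. Phospho-Akt Ser473 was read by HTRF as 665/615 ratio ×10^4.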
A549 tox = counter-screen for Nrf2 inhibitors: cytotoxicity in A549 cells. A549 ARE-Fluc cells, CellTiter-Fluor viability, 18-24 h. Potency, µM (doses to about 46 µM), inactives show at the top dose activity change, negative = cytotoxicity, hits mostly inhibitors. actives 0.16% (n = 390,000). AID 504648; further: potency means the concentration at half of the fitted maximal effect; on the % scale 0 is the no-effect control and ±100 the full control effect
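Cytotoxicity counterscreen: CellTiter-Fluor fluorescence was measured in A549 ARE_Fluc cells after 18-24 h of compound exposure in a concentration series. The subsequent BugLite luminescent read reports ARE-luciferase activity.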
TGFb SMAD3 inh = inhibitors of TGF-b signaling. HepG2 CAGA-GFP TGF-b/SMAD3 reporter, GFP fluorescence, 18 h; TGF-beta stimulated, 500 pg/mL final. Potency, µM (highest dose often 46.1 µM), for inactives: top-dose activity, negative = inhibition, actives largely listed as inhibitors. actives 1.2% (n = 410,000); further: potency means the concentration at half of the fitted maximal effect; on the % scale 0 is the no-effect control and ±100 the full control effect; nearly all actives have a fitted effect of over 65% in size
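HEPG2 CAGA-GFP reporter cells (1000/well, DMEM with 1% FBS) received compounds, then recombinant TGF-beta at 500 pg/mL final for 18 hours at 37 degrees C. Per-cell GFP summed per well was normalised to unstimulated and stimulated DMSO controls before curve fitting.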
Nrf2 ARE act = activates Nrf2 signaling | AREc32 ARE-luciferase reporter (MCF7-derived line), luminescence, 24 h | actives 0.31% (n = 410,000) | Potency, µM (series often up to 46.1 µM), for the others: at the highest dose activation, actives largely listed as activators | AID 624171; further: potency means the concentration at half of the fitted maximal effect; % of control where 0% means no effect; nearly all actives have a fitted effect of over 65% in size
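AREc32 cells carrying an ARE-driven firefly luciferase, 1000 cells/well in OPTI-MEM with 5% FBS, dosed after overnight attachment and incubated 24 hr at 37 deg C. Steady-Glo luminescence read after 30 min at RT.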
CCT chaperon mod = cytosolic chaperonin activity modulation; purified chaperonin ATPase assay, HTRF ADP detection, 30 min; activity change, % (concentration not given with the values), hits read low; actives 0.3% (n = 360,000); in the data active means activity change below about -30%; further: on the % scale 0 is the no-effect control and ±100 the full control effect
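TRiC (40 or 20 nM final, by batch activity) in 30 mM Tris pH 7.4, 100 mM KCl, 5 mM MgCl2, 1 mM DTT was treated with compound at 76 uM single dose, then 10 uM ATP, 30 min at 37 °C. ADP was read by HTRF Transcreener.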
The depositor's hits bear a star. Unless noted, the call rests on the fitted dose curve; in most records, active means well fitted curve in the direction sought with a large enough effect; inconclusive means small, poorly fitted or top-dose-only effect, or another doubt; inactive means no such curve, though single readings can be large; an effect the other way counts as inactive or inconclusive. These rows are one share of the data, so the mix of outcomes need not match the whole.

Results for O=C(COC(=O)c1cnccn1)Nc1cccc2ccccc12 ?
Nrf2 block: 4%; MmCpn inh: 0%; EPAC2 antagonist: 11%; EPAC2 agonist: -2%; Akt phos inh: inactive; A549 tox: -1%; TGFb SMAD3 inh: -1%; Nrf2 ARE act: -0.1%; CCT chaperon mod: -0.9

How did CCOC(=O)c1c(CSc2ccccc2)oc2cc(Br)c(O)c(CN(C)C)c12 do in these assays?
Nrf2 block: 18%; MmCpn inh: 0%; EPAC2 antagonist: -8%; EPAC2 agonist: 1%; Akt phos inh: inactive; A549 tox: -2%; TGFb SMAD3 inh: 3%; Nrf2 ARE act: 3.7%; CCT chaperon mod: 1.2

What do the screens show for `COc1cccc(-n2cc(C(=O)NCCCOC(C)C)c3ccccc3c2=O)c1`?
Nrf2 block: -1%; MmCpn inh: -13%; EPAC2 antagonist: 3%; EPAC2 agonist: 6%; Akt phos inh: inactive; A549 tox: 5%; TGFb SMAD3 inh: 2%; Nrf2 ARE act: -0.9%; CCT chaperon mod: -2.0

Results for Cc1onc(-c2ccccc2Cl)c1C(=O)N(Cc1nc(-c2ccccc2)no1)C1CCCCC1 ?
MmCpn inh: 1%; EPAC2 antagonist: 0%; EPAC2 agonist: 16%; Akt phos inh: inactive; A549 tox: 0%; TGFb SMAD3 inh: -1%; Nrf2 ARE act: 0.1%; CCT chaperon mod: 0.8

What do the screens show for `COc1cccc(-c2nc(=S)c3c(n2CCCO)CCCC3)c1`?
Nrf2 block: -20%; MmCpn inh: -2%; EPAC2 antagonist: -2%; EPAC2 agonist: 11%; Akt phos inh: inactive; A549 tox: 6%; TGFb SMAD3 inh: 3%; Nrf2 ARE act: 0.2%; CCT chaperon mod: -3.5

What do the screens show for `O=C(NCCN1CCCCC1)Nc1ccc(Cl)cc1`?
Nrf2 block: 8%; MmCpn inh: -1%; EPAC2 antagonist: -2%; EPAC2 agonist: 1%; Akt phos inh: inactive; A549 tox: 4%; TGFb SMAD3 inh: 1%; Nrf2 ARE act: 0.1%; CCT chaperon mod: -1.5

How did COc1cccc(NC(=O)c2ccccc2Br)c1 do in these assays?
Nrf2 block: inconclusive; MmCpn inh: 0%; EPAC2 antagonist: 2%; EPAC2 agonist: 3%; Akt phos inh: inactive; A549 tox: -1%; TGFb SMAD3 inh: 0%; Nrf2 ARE act: 4.3%; CCT chaperon mod: 1.9

What do the screens show for `CC(CNS(=O)(=O)c1ccc(Br)cc1)CN(C)C` (centres undefined)?
Nrf2 block: 13%; MmCpn inh: -2%; EPAC2 antagonist: 6%; EPAC2 agonist: 6%; Akt phos inh: inactive; A549 tox: 12%; TGFb SMAD3 inh: 8%; Nrf2 ARE act: -0.4%; CCT chaperon mod: 1.3

Results for CCc1noc(C)c1C(=O)NNC(=O)c1ccc(F)cc1 ?
Nrf2 block: 6%; MmCpn inh: 1%; EPAC2 antagonist: -7%; EPAC2 agonist: 10%; Akt phos inh: inactive; A549 tox: 0%; TGFb SMAD3 inh: 0%; Nrf2 ARE act: 0.2%; CCT chaperon mod: -2.2

Results for CCc1ccc(N(CC(=O)NC(C)C)C(=O)CCC(=O)Nc2ccccn2)cc1 ?
Nrf2 block: -5%; MmCpn inh: -1%; EPAC2 antagonist: 0%; EPAC2 agonist: 5%; Akt phos inh: inactive; A549 tox: 1%; TGFb SMAD3 inh: 13%; Nrf2 ARE act: 0.1%; CCT chaperon mod: 1.5

What do the screens show for `COc1ccc(N2CCN(C(=O)CN3C(=O)c4ccccc4S3(=O)=O)CC2)cc1`?
Nrf2 block: 11%; MmCpn inh: -1%; EPAC2 antagonist: 6%; EPAC2 agonist: 4%; Akt phos inh: inactive; A549 tox: 3%; TGFb SMAD3 inh: 1%; Nrf2 ARE act: 0.4%; CCT chaperon mod: 2.3

What do the screens show for `O=C(NC1CCN(Cc2ccccc2)CC1)c1ccccc1OCc1ccccc1Cl`?
Nrf2 block: 5%; MmCpn inh: -1%; EPAC2 antagonist: -13%; EPAC2 agonist: 19%; Akt phos inh: inactive; A549 tox: -20%; TGFb SMAD3 inh: inconclusive; Nrf2 ARE act: 2.0%; CCT chaperon mod: 1.4

What do the screens show for `O=C(CSCc1ccc(Br)cc1)NCCc1ccccc1`?
Nrf2 block: -1%; MmCpn inh: -2%; EPAC2 antagonist: -26%; EPAC2 agonist: 12%; Akt phos inh: inactive; A549 tox: 10%; TGFb SMAD3 inh: -35%; Nrf2 ARE act: -0.8%; CCT chaperon mod: -0.2

What do the screens show for `COc1cccc(OC)c1C(=O)Nc1ccc(C)cc1C(=O)c1ccccc1`?
Nrf2 block: 12%; MmCpn inh: -3%; EPAC2 antagonist: -18%; EPAC2 agonist: 8%; Akt phos inh: inactive; A549 tox: 3%; TGFb SMAD3 inh: -3%; Nrf2 ARE act: -0.1%; CCT chaperon mod: 0.8

What do the screens show for `COc1ccc(CCC(=O)Nc2ccc3c(c2)OCO3)cc1OC`?
Nrf2 block: -15%; MmCpn inh: 1%; EPAC2 antagonist: 0%; EPAC2 agonist: 8%; Akt phos inh: inactive; A549 tox: -2%; TGFb SMAD3 inh: 0%; Nrf2 ARE act: 2.1%; CCT chaperon mod: -1.4

Reprinted from the part before: two compounds, then new ones.
What do the screens show for `COc1cccc(OC)c1C(=O)Nc1ccc(C)cc1C(=O)c1ccccc1`?
Nrf2 block: 12%; MmCpn inh: -3%; EPAC2 antagonist: -18%; EPAC2 agonist: 8%; Akt phos inh: inactive; A549 tox: 3%; TGFb SMAD3 inh: -3%; Nrf2 ARE act: -0.1%; CCT chaperon mod: 0.8

What do the screens show for `COc1ccc(CCC(=O)Nc2ccc3c(c2)OCO3)cc1OC`?
Nrf2 block: -15%; MmCpn inh: 1%; EPAC2 antagonist: 0%; EPAC2 agonist: 8%; Akt phos inh: inactive; A549 tox: -2%; TGFb SMAD3 inh: 0%; Nrf2 ARE act: 2.1%; CCT chaperon mod: -1.4

What do the screens show for `CCOc1ccc(NC(=O)Cn2c(=O)n(-c3ccccc3)c(=O)c3c4c(sc32)CCCC4)cc1`?
Nrf2 block: 17%; A549 tox: -5%; TGFb SMAD3 inh: -3%; Nrf2 ARE act: -1.1%

How did COc1ccccc1NC1CCCCC1NS(=O)(=O)c1ccc(C)cc1 (centres undefined) do in these assays?
Nrf2 block: inconclusive; MmCpn inh: -1%; EPAC2 antagonist: -17%; EPAC2 agonist: 7%; Akt phos inh: inactive; A549 tox: -3%; TGFb SMAD3 inh: -18%; Nrf2 ARE act: 0.1%; CCT chaperon mod: -1.3

What do the screens show for `Cc1nc2ccccn2c1C(=O)NC1CCCCC1`?
Nrf2 block: -2%; MmCpn inh: -1%; EPAC2 antagonist: 9%; EPAC2 agonist: -7%; Akt phos inh: inactive; A549 tox: 1%; TGFb SMAD3 inh: inconclusive; Nrf2 ARE act: -0.8%; CCT chaperon mod: -3.0

What do the screens show for `CCC(CC)c1nn2c(=O)cc(COc3ccc(NC(=O)c4cccc(C)c4)cc3)nc2s1`?
Nrf2 block: 11%; A549 tox: -1%; TGFb SMAD3 inh: inconclusive; Nrf2 ARE act: -1.5%

How did CC(C)OCCCNC(=O)c1ccc(NC(=O)C2CCCO2)cc1 (centres undefined) do in these assays?
Nrf2 block: -1%; MmCpn inh: 2%; EPAC2 antagonist: 14%; EPAC2 agonist: -4%; Akt phos inh: inactive; A549 tox: 1%; TGFb SMAD3 inh: -7%; Nrf2 ARE act: -0.6%; CCT chaperon mod: -1.6

What do the screens show for `COc1ccc(NC(=O)CSc2nnc(Cn3c(=O)sc4ccccc43)n2C)c(OC)c1`?
Nrf2 block: -4%; MmCpn inh: 2%; EPAC2 antagonist: 10%; EPAC2 agonist: 6%; Akt phos inh: inactive; A549 tox: 4%; TGFb SMAD3 inh: 0%; Nrf2 ARE act: 0.2%; CCT chaperon mod: -1.8

How did CCN(CC)S(=O)(=O)c1ccc(N2CCOCC2)c(NS(=O)(=O)c2ccc(C(C)C)cc2)c1 do in these assays?
Nrf2 block: 6%; MmCpn inh: 0%; EPAC2 antagonist: 5%; EPAC2 agonist: -12%; Akt phos inh: inactive; A549 tox: 3%; TGFb SMAD3 inh: 5%; Nrf2 ARE act: -0.3%; CCT chaperon mod: 0.0

What do the screens show for `COc1ccc(-c2noc(COc3ccc4ccccc4c3Br)n2)cc1OC`?
Nrf2 block: -2%; MmCpn inh: -2%; EPAC2 antagonist: 4%; EPAC2 agonist: -2%; Akt phos inh: inactive; A549 tox: 0%; TGFb SMAD3 inh: -15%; Nrf2 ARE act: -0.7%; CCT chaperon mod: 0.4

How did Cc1c(C(=O)OCc2ccccc2)[nH]c2c1C(=O)CC(c1ccc(Cl)cc1)C2 (centres undefined) do in these assays?
Nrf2 block: -2%; A549 tox: -4%; TGFb SMAD3 inh: -4%; Nrf2 ARE act: 2.7%

What do the screens show for `CCOC(=O)c1sc(NC(=O)Nc2ccccc2F)nc1C`?
Nrf2 block: 20%; MmCpn inh: -3%; EPAC2 antagonist: -12%; EPAC2 agonist: -21%; Akt phos inh: inactive; A549 tox: -4%; TGFb SMAD3 inh: 17%; Nrf2 ARE act: -0.6%; CCT chaperon mod: -5.9

What do the screens show for `O=C(/C=C/c1ccco1)Oc1cccc2cccnc12`?
Nrf2 block: 0%; MmCpn inh: 0%; EPAC2 antagonist: 12%; EPAC2 agonist: 2%; Akt phos inh: inactive; A549 tox: -1%; TGFb SMAD3 inh: inconclusive; Nrf2 ARE act: 14%; CCT chaperon mod: 0.0

How did O=C(COc1ccc(Cl)cc1Cl)Nc1ccc(CN2CCOCC2)cc1 do in these assays?
Nrf2 block: inconclusive; MmCpn inh: 1%; EPAC2 antagonist: -9%; EPAC2 agonist: 21%; Akt phos inh: inactive; A549 tox: -15%; TGFb SMAD3 inh: -16%; Nrf2 ARE act: -0.8%; CCT chaperon mod: -6.3
